Source: PubChem BioAssay (several laboratories)
L major viab: Leishmania major promastigote growth inhibition. AID 1063. Leishmania major promastigotes, resazurin fluorescence viability. hit rate 9% among 200,000. inhibition, % at 10 µM; in the data active means inhibition above about 50%;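 further: promastigotes grown with compound for 44 hours at 28 °C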
FLuc stim CS: firefly luciferase counter-screen for stimulation assays | P08659 | ATPlite luciferase biochemical, luminescence, 10 min; 0 = ATP-free wells, 1 = DMSO control | activation factor at 10 µM | 200,000 tested, under 10 active;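 active means luciferase activation factor, scaled between plate controls, of at least 2 with compound at 10 µM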
Target sequence (P08659 whole entry, looked up): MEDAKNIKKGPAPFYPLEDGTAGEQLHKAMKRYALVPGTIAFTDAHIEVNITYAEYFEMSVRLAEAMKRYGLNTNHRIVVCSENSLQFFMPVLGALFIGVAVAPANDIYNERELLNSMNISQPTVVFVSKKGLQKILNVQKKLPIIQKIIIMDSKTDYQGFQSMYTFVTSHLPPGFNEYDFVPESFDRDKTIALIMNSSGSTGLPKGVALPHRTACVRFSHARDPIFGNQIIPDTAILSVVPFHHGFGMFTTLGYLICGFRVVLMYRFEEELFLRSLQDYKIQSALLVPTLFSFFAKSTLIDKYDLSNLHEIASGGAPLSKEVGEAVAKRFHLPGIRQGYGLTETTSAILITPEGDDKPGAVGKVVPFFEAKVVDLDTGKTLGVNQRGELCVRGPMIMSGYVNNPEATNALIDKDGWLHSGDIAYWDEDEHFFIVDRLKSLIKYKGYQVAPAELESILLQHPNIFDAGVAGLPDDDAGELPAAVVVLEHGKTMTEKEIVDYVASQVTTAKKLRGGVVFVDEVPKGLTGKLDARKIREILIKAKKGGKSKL
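System: cell-free luciferase reagent; medium: PBS as buffer for the ATP substrate; doses: test compounds dosed from 2 mM stocks in 100% DMSO; incubation: 10 min, room temperature; measured by: luminescence from luciferase reaction; read-out: luciferase activation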
FLuc inhib CS: counter-screen for luciferase assay inhibitors: firefly luciferase inhibition | hit rate 1.5% among 200,000 | inhibition, % at 10 µM | P08659 | ATPLite firefly luciferase biochemical luminescence, 10 min | AID 1006;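 active means inhibition above about 50% when tested at 10 µM, limit read from the data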
APP 5UTR inh: APP translation inhibition; inhibition, % at 2 µM; hit rate 0.82% among 190,000; SH-SY5Y APP 5'UTR-luciferase reporter, luminescence;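 active means inhibition above a set limit, derived from the sample mean plus 3 SD, cut at about 45% in these data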; further: values of inactives mirror those of a sister screen read the other way
TNAP inh hiacc: blocks human TNAP under high phosphate acceptor concentration. P05186. purified TNAP, CDP-star luminescence, 1 M DEA. inhibition, % at 20 µM. hit rate 0.03% among 200,000. AID 1135;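 active means over 50% inhibition of tissue-nonspecific alkaline phosphatase at 20 µM in the single-dose screen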;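 further: plate controls were DMSO wells for no effect and EDTA-quenched wells as full inhibition for full effect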
Target sequence (P05186 whole entry, looked up): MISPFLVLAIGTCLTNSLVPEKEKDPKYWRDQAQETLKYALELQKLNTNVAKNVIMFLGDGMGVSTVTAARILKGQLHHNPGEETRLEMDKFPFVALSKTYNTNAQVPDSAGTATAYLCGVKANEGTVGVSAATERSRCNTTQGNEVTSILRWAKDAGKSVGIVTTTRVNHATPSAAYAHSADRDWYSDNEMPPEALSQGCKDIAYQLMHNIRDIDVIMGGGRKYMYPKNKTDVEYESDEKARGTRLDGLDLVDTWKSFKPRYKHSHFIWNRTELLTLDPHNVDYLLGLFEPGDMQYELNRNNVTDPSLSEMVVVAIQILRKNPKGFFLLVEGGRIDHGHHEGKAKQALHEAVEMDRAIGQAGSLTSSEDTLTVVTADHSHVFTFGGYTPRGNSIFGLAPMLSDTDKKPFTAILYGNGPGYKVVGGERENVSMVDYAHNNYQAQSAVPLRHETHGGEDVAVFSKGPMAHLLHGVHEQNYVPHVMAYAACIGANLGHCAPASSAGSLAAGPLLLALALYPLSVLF
RAM network inh: inhibitors of the yeast RAM network | S. cerevisiae dse1pr::URA3 reporter, 5-FOA growth OD615, 2 d; analog-sensitive cbk1-as2 kinase mutant strain | inhibition, % at 50 µM | hit rate 1.8% among 190,000;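 active means inhibition above a set limit, 3 SD over mean compound inhibition, cut at about 8.4% in these data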;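 further: 0% = DMSO-only wells with no growth and 100% = 10 µM 1-NA-PP1 full growth; inhibition rescues growth on 5-FOA so higher OD means more RAM inhibition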
bIAP activator: increases bovine intestinal alkaline phosphatase activity | activation factor at 20 µM | purified bovine IAP, CDP-star luminescence, 30 min; stronger effect = higher value; fold of DMSO-control signal, blank-subtracted | hit rate 0.17% among 200,000 | AID 1016;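 active means activation factor of 2 or more at 20 µM, a signal rise over negative controls twice the positive control's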
TNAP act hi DEA: TNAP (human) activation, high acceptor | P05186 | purified TNAP, CDP-star luminescence, 1 M DEA, 30 min; stronger effect = higher value; 0 = EDTA background, 1 = DMSO-only activity | activation factor at 20 µM | 200,000 tested, under 10 active;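 active means activation factor at least 2 at 20 µM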
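Control set: EDTA negative control, DMSO positive control / Assay system: human TNAP / Quantity: TNAP 1/800 final / Evaluation: TNAP activation factor scaled between EDTA and DMSO control wells / Measured by: luminescent substrate turnover signal / Compound dosing: one dose, 20 µM / Times: 30 min enzyme reaction at room temperature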
bIAP inh: intestinal alkaline phosphatase (bovine) inhibition; inhibition, % at 20 µM; purified bovine IAP, CDP-star luminescence, 30 min; 190,000 tested, under 10 active;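 active means over 50% inhibition of intestinal alkaline phosphatase at 20 µM in the single-dose screen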
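Assay system – bovine IAP enzyme · Quantity – bovine IAP at 1/65,000,000 final dilution · Detection – CDP-star luminescence signal · Times – 30 min reaction at room temperature · Also added – CDP-star substrate at 30 µM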
TNAP inh noacc: blocks human TNAP activity with no phosphate acceptor present. purified TNAP, CDP-star luminescence, 30 min. inhibition, % at 20 µM. hit rate 0.26% among 200,000. AID 1012;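 active means tissue-nonspecific alkaline phosphatase inhibition above about 50% at 20 µM in the single-dose screen, limit read from the data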;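 further: 0% = DMSO negative control and 100% = EDTA positive control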
Numbers without * were called inactive.

What do the screens show for `CC(C)CC(c1nnnn1CC1CCCO1)N1CCN(c2nc3ccccc3s2)CC1` (stereo not given)?
L major viab: 91.4*; FLuc stim CS: 1; FLuc inhib CS: -2.4; APP 5UTR inh: -0.3; TNAP inh hiacc: -0.7; RAM network inh: 1.9; bIAP activator: 1.1; TNAP act hi DEA: 1; bIAP inh: -8.9; TNAP inh noacc: 0.8

What do the screens show for `CCOC(=O)c1c(C)oc(NC(=O)CCl)c1C(=O)OCC`?
L major viab: 10.1; FLuc stim CS: 1; FLuc inhib CS: -0.5; APP 5UTR inh: -5.8; TNAP inh hiacc: -1.9; RAM network inh: -0.2; bIAP activator: 1; TNAP act hi DEA: 1; bIAP inh: -0.9; TNAP inh noacc: -11.2

Results for CC(C)CCN1CC(C(=O)NCc2ccc(F)cc2)CC1=O (stereo not given) ?
L major viab: -12.4; FLuc stim CS: 1; FLuc inhib CS: -4.8; APP 5UTR inh: -8.6; TNAP inh hiacc: -1.4; RAM network inh: 1.2; bIAP activator: 1; TNAP act hi DEA: 1; bIAP inh: 3.4; TNAP inh noacc: -10.4

Results for CC1=C(C(=O)N2CCOCC2)C(c2ccccc2F)C2=C(CCCC2=O)N1 (stereo not given) ?
L major viab: -3.5; FLuc stim CS: 1; FLuc inhib CS: -4.0; APP 5UTR inh: -14.3; TNAP inh hiacc: 1.1; RAM network inh: 1.0; bIAP activator: 1; TNAP act hi DEA: 1; bIAP inh: 4.2; TNAP inh noacc: -8.9

How did CCOc1cc2c(cc1OCC)C(c1ccc(OC)cc1)N(c1ccccc1)C(=O)C2 (stereo not given) do in these assays?
L major viab: 9.5; FLuc stim CS: 1.1; FLuc inhib CS: -5.3; APP 5UTR inh: -13.9; TNAP inh hiacc: -3.5; RAM network inh: 3.6; bIAP activator: 0.7; TNAP act hi DEA: 1; bIAP inh: 26.0; TNAP inh noacc: -7.2

What do the screens show for `CCOC(=O)COc1ccc(C(=O)CC)cc1OC`?
L major viab: -5.8; FLuc stim CS: 1; FLuc inhib CS: -3.1; APP 5UTR inh: -8.5; TNAP inh hiacc: -6.8; RAM network inh: 1.4; bIAP activator: 1; TNAP act hi DEA: 1.1; bIAP inh: -4.3; TNAP inh noacc: -10.1

What do the screens show for `O=C(CS(=O)(=O)c1ccccc1)c1ccc2c(c1)OCCO2`?
L major viab: -4.5; FLuc stim CS: 0.4; FLuc inhib CS: 58.0*; APP 5UTR inh: -100.4; TNAP inh hiacc: -3.7; RAM network inh: 3.3; bIAP activator: 0.9; TNAP act hi DEA: 1; bIAP inh: 8.5; TNAP inh noacc: -9.2

How did CC(C)C(=O)NNC(=O)CN1CCN(c2nc(-c3ccccc3)cs2)CC1 do in these assays?
L major viab: -16.2; FLuc stim CS: 0.9; FLuc inhib CS: 12.2; APP 5UTR inh: -8.2; TNAP inh hiacc: -2.5; RAM network inh: -0.2; bIAP activator: 1.2; TNAP act hi DEA: 1; bIAP inh: -18.9; TNAP inh noacc: -98.7

Results for CC1CC(=O)N(CC(=O)Nc2ccc3c(c2)OCCO3)c2ccccc2S1 (stereo not given) ?
L major viab: -10.4; FLuc stim CS: 1.1; FLuc inhib CS: -5.5; APP 5UTR inh: 13.4; TNAP inh hiacc: -5.6; RAM network inh: 2.2; bIAP activator: 1; TNAP act hi DEA: 1.1; bIAP inh: -3.9; TNAP inh noacc: -12.8

How did CN1CCN(c2ccc(C(=O)c3ccc(Br)cc3)cc2[N+](=O)[O-])CC1 do in these assays?
L major viab: 97.9*; FLuc stim CS: 1.1; FLuc inhib CS: -5.2; APP 5UTR inh: 4.4; TNAP inh hiacc: -2.3; RAM network inh: -0.1; bIAP activator: 1; TNAP act hi DEA: 1; bIAP inh: -4.3; TNAP inh noacc: -8.7

Results for C=CCSc1ccsc1C(=O)O ?
L major viab: -6.5; FLuc stim CS: 1.1; FLuc inhib CS: -5.4; APP 5UTR inh: 10.7; TNAP inh hiacc: 0.6; RAM network inh: -0.7; bIAP activator: 1; TNAP act hi DEA: 1; bIAP inh: 0.6; TNAP inh noacc: -4.4

Results for O=S(=O)(c1ccc(NC(=S)Nc2ccc3c(c2)OCO3)cc1)N1CCOCC1 ?
L major viab: 4.9; FLuc stim CS: 1; FLuc inhib CS: -4.4; APP 5UTR inh: -72.7; TNAP inh hiacc: 3.0; RAM network inh: 1.5; bIAP activator: 0.7; TNAP act hi DEA: 1; bIAP inh: 33.8; TNAP inh noacc: -14.6

What do the screens show for `O=C(CSc1nc2ccccc2o1)N1N=C(c2cccs2)CC1c1ccc(F)cc1` (stereo not given)?
L major viab: 96.7*; FLuc stim CS: 1.1; FLuc inhib CS: -5.4; APP 5UTR inh: 3.7; TNAP inh hiacc: 3.5; RAM network inh: 4.5; bIAP activator: 1.2; TNAP act hi DEA: 1; bIAP inh: -17.8; TNAP inh noacc: 6.7

Results for Cc1cc(-c2[nH]nc3c2C(c2ccsc2)C(C#N)=C(N)O3)c(C)s1 (stereo not given) ?
L major viab: 3.2; FLuc stim CS: 1.1; FLuc inhib CS: -8.3; APP 5UTR inh: 6.4; TNAP inh hiacc: 0.7; RAM network inh: 1.0; bIAP activator: 1.1; TNAP act hi DEA: 1; bIAP inh: -14.1; TNAP inh noacc: 7.4

Results for CC(=O)Nc1ccc(NC(=O)Cn2c(CC(=O)N3CCCC3)nc3ccccc32)cc1 ?
L major viab: -3.5; FLuc stim CS: 1.1; FLuc inhib CS: -7.4; APP 5UTR inh: 2.9; TNAP inh hiacc: -7.9; RAM network inh: 4.9; bIAP activator: 1; TNAP act hi DEA: 1.1; bIAP inh: 0.5; TNAP inh noacc: 0.7

How did O=C(Nc1ccc(F)c(Cl)c1)c1ccc2c(=O)n3c(nc2c1)CCCCC3 do in these assays?
L major viab: 8.2; FLuc stim CS: 0.9; FLuc inhib CS: 6.2; APP 5UTR inh: -129.9; TNAP inh hiacc: 0.7; RAM network inh: 2.7; bIAP activator: 0.9; TNAP act hi DEA: 1; bIAP inh: 8.5; TNAP inh noacc: -7.4

Results for CN(C)C(=S)NC1(C)CCS(=O)(=O)C1 (stereo not given) ?
L major viab: -2.8; FLuc stim CS: 1; FLuc inhib CS: -2.6; APP 5UTR inh: -7.0; TNAP inh hiacc: -7.8; RAM network inh: 1.3; bIAP activator: 0.9; TNAP act hi DEA: 1.1; bIAP inh: 6.4; TNAP inh noacc: -10.1

What do the screens show for `COc1cccc(OCCNc2cc(N3CCOCC3)ccc2[N+](=O)[O-])c1`?
L major viab: 4.4; FLuc stim CS: 1; FLuc inhib CS: -4.2; APP 5UTR inh: -10.0; TNAP inh hiacc: 9.5; RAM network inh: 11.7*; bIAP activator: 0.5; TNAP act hi DEA: 0.9; bIAP inh: 49.6; TNAP inh noacc: -3.3

How did COC(=O)c1cc(OC)c(OC)cc1NC(=O)C(C)c1ccc([N+](=O)[O-])cc1 (stereo not given) do in these assays?
L major viab: -0.8; FLuc stim CS: 1.1; FLuc inhib CS: -7.5; APP 5UTR inh: -3.2; TNAP inh hiacc: 1.5; RAM network inh: 0.4; bIAP activator: 0.9; TNAP act hi DEA: 1; bIAP inh: 5.1; TNAP inh noacc: -7.3

Results for COc1ccc(OC)c(NC(=O)CN(c2ccc(OC)c(Cl)c2)S(C)(=O)=O)c1 ?
L major viab: 1.8; FLuc stim CS: 1.1; FLuc inhib CS: -5.7; APP 5UTR inh: 2.3; TNAP inh hiacc: -7.9; RAM network inh: 1.3; bIAP activator: 0.9; TNAP act hi DEA: 1.1; bIAP inh: 6.5; TNAP inh noacc: -3.1

How did O=C(COC(=O)Cc1cccs1)Nc1ccc(F)c(F)c1F do in these assays?
L major viab: -5.0; FLuc stim CS: 1.1; FLuc inhib CS: -7.3; APP 5UTR inh: -12.9; TNAP inh hiacc: -3.8; RAM network inh: -0.3; bIAP activator: 0.8; TNAP act hi DEA: 1; bIAP inh: 17.5; TNAP inh noacc: -11.4

Results for Cc1ccc(C)c(NC(=O)c2nc(Cl)ccc2Cl)c1 ?
L major viab: -2.4; FLuc stim CS: 1; FLuc inhib CS: -2.1; APP 5UTR inh: -15.9; TNAP inh hiacc: -4.1; RAM network inh: 1.6; bIAP activator: 1; TNAP act hi DEA: 1; bIAP inh: 0.4; TNAP inh noacc: -23.3

What do the screens show for `CC(=O)Nc1ccc(S(=O)(=O)N[C@@H](C)C(=O)OCc2ccc(Cl)cc2)cc1`?
L major viab: -6.1; FLuc stim CS: 1; FLuc inhib CS: -4.1; APP 5UTR inh: -20.9; TNAP inh hiacc: -0.8; RAM network inh: 0.8; bIAP activator: 1; TNAP act hi DEA: 1; bIAP inh: 3.4; TNAP inh noacc: -14.3

What do the screens show for `COc1ccc(CC(=O)OCC(=O)Nc2ccc(C(=O)Nc3ccc(OC)cc3)cc2)cc1`?
L major viab: -2.3; FLuc stim CS: 1; FLuc inhib CS: -2.5; APP 5UTR inh: -1.5; TNAP inh hiacc: -11.6; RAM network inh: 6.0; bIAP activator: 1.1; TNAP act hi DEA: 1.1; bIAP inh: -5.2; TNAP inh noacc: -16.9

Results for Cn1cc(-c2nnnn2-c2ccccc2)c(=O)c2ccccc21 ?
L major viab: -0.8; FLuc stim CS: 1.1; FLuc inhib CS: -5.7; APP 5UTR inh: 2.9; TNAP inh hiacc: -3.7; RAM network inh: 0.0; bIAP activator: 1; TNAP act hi DEA: 1; bIAP inh: 4.0; TNAP inh noacc: -7.7

How did CS(=O)(=O)N(Cc1ccccc1)c1ccccc1C(=O)N1CCN(c2ccccc2)CC1 do in these assays?
L major viab: 48.2; FLuc stim CS: 1.1; FLuc inhib CS: -5.1; APP 5UTR inh: 8.2; TNAP inh hiacc: -1.1; RAM network inh: 1.5; bIAP activator: 1; TNAP act hi DEA: 1; bIAP inh: -1.0; TNAP inh noacc: -4.1

How did CC1(C)CC2CC(C)(CN2S(=O)(=O)c2ccc(C(=O)Nc3ccc(Cl)c(S(=O)(=O)N4CCOCC4)c3)cc2)C1 (stereo not given) do in these assays?
L major viab: 96.7*; FLuc stim CS: 1.1; FLuc inhib CS: -5.2; APP 5UTR inh: 0.9; TNAP inh hiacc: -0.7; RAM network inh: 3.7; bIAP activator: 1; TNAP act hi DEA: 1; bIAP inh: 4.6; TNAP inh noacc: -4.0

Part of the list above in order of molar mass, descending:
How did O=C(COC(=O)Cc1cccs1)Nc1ccc(F)c(F)c1F do in these assays?
L major viab: -5.0; FLuc stim CS: 1.1; FLuc inhib CS: -7.3; APP 5UTR inh: -12.9; TNAP inh hiacc: -3.8; RAM network inh: -0.3; bIAP activator: 0.8; TNAP act hi DEA: 1; bIAP inh: 17.5; TNAP inh noacc: -11.4

Results for Cn1cc(-c2nnnn2-c2ccccc2)c(=O)c2ccccc21 ?
L major viab: -0.8; FLuc stim CS: 1.1; FLuc inhib CS: -5.7; APP 5UTR inh: 2.9; TNAP inh hiacc: -3.7; RAM network inh: 0.0; bIAP activator: 1; TNAP act hi DEA: 1; bIAP inh: 4.0; TNAP inh noacc: -7.7

Results for Cc1ccc(C)c(NC(=O)c2nc(Cl)ccc2Cl)c1 ?
L major viab: -2.4; FLuc stim CS: 1; FLuc inhib CS: -2.1; APP 5UTR inh: -15.9; TNAP inh hiacc: -4.1; RAM network inh: 1.6; bIAP activator: 1; TNAP act hi DEA: 1; bIAP inh: 0.4; TNAP inh noacc: -23.3
